Source: PubChem (Broad Institute)
Cneo AK release: Cryptococcus neoformans lysis via adenylate kinase release. C. neoformans lysis, adenylate kinase release luminescence, 4 h; normalised: neutral wells 0, clomiphene wells 100. lysis activity, % at 15 µM. 360,000 tested, 0.2% active;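 active = mean lysis activity across replicates of at least 80%, whatever share of replicates individually reach that level; inactive = mean lysis activity below 80%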
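read-out = cell lysis signal | test system = log-phase Cryptococcus neoformans yeast cells | input = cells at 5 × 10^6 per mL | medium = fresh YPD growth medium | signal = luminescent adenylate kinase detection reagent | timing = 4 h at 37 °C static, read 1 h later | dosing = single dose | controls = Clomiphene as positive lysis control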
RAD52 anneal inh: inhibitors of human RAD52 DNA annealing; 360,000 tested, 0.46% active; P43351; inhibition, % at 18.7 µM; recombinant RAD52 DNA annealing, FRET fluorescence;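 active = every replicate showing at least 50% inhibition; inconclusive = mean inhibition at least 50% but not in every replicate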
Target sequence (P43351 whole entry, looked up): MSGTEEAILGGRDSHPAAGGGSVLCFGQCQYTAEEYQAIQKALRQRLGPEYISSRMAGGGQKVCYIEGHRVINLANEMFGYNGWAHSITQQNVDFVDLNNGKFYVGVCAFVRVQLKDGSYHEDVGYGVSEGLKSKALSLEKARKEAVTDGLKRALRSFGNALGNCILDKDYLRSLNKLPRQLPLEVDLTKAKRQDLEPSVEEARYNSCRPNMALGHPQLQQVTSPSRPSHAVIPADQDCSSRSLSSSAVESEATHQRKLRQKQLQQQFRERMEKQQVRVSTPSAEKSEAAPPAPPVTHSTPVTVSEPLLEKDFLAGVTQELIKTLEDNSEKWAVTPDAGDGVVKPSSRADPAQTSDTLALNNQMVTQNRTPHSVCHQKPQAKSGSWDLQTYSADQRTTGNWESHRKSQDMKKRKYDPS
RAD54 branch: inhibitors of human RAD54 branch migration; Q92698; RAD54 Holliday junction branch migration, FAM/BHQ fluorescence; inhibition, % at 10.4 µM; 360,000 tested, 0.14% active; AID 602329;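 active = mean normalized replicate activity at least 40 and at least half of replicates scoring 40 or more; inconclusive = only one of the two criteria met; inactive = mean below 40 and under half of replicates reaching 40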;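 note: 0% = median of neutral control wells and 100% = median of positive control wells; inhibitors cause a drop in the FAM fluorescence signal; in these data hits start at about 50%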
ERAP1 inh: ERAP1 (human) enzyme inhibition. recombinant ERAP1, Leu-AMC fluorescence, 60 min. inhibition, % at 10.7 µM. 340,000 tested, 0.15% active;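 active = mean replicate inhibition of at least 30%, or all replicates individually reaching that 30% level; inactive = mean below 30% and not every replicate reaching it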;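 note: 0% = neutral control wells and 100% = L-leucinethiol positive control wells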
miR122 inh: blocks miR-122 activity in Huh7 sensor cells. Huh7 miR-122 Renilla luciferase sensor, 48 h; neutral wells = 0, positive control = 100. activation (reporter increase), % at 12.5 µM. 340,000 tested, 0.3% active;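 active = mean replicate activation score at least 90 and every replicate individually at or above 90; inconclusive = only one of the two criteria met; inactive = neither criterion met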;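 note: higher luciferase means less miR-122 activity so hits act as miR-122 inhibitors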
PglD DTNB: blocks C. jejuni PglD acetyltransferase activity; 360,000 tested, 0.098% active; AID 602405; inhibition, % at 12.5 µM; purified PglD enzyme, DTNB colorimetric CoA detection; in the data active = inhibition above about 16%, passing the limit was not always enough; inconclusive = no clear call, values can overlap the other calls; note: strong numbers were not always called active
PGC1a acetyl inh: PGC1a acetylation modulation, inhibitor mode | U2OS PGC1a acetylation, AlphaScreen anti-acetyl-lysine; with virally co-expressed GCN5 acetyltransferase | inhibition, % at 15.6 µM | 350,000 tested, 0.17% active;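 active = every replicate shows inhibition of at least 40%; inconclusive = mean inhibition at least 40% but some replicate below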;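 note: 0% = neutral control wells and 100% = positive control wells; some results beyond the cut were filed as inactive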
E-sel inducer: induces E-selectin expression in human endothelial cells | P16581 | HUVEC E-selectin immunofluorescence imaging; normalized: neutral wells 0, TNF-alpha wells 100 | AID 686992 | 260,000 tested, 0.37% active | activation, % at 7.58 µM;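 active = mean E-selectin-positive cell signal at least 10% of the positive control, reached in at least 60% of replicates, without over 20% cell loss; inconclusive = no rule given, readout overlaps actives, possibly toxicity-flagged; inactive = the rest, including those meeting only one limit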;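 note: in these data hits start at about 27%; measured in HUVEC primary endothelial cells; signal is the percent of cells scored E-selectin positive by PE staining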
Target sequence (P16581 whole entry, looked up): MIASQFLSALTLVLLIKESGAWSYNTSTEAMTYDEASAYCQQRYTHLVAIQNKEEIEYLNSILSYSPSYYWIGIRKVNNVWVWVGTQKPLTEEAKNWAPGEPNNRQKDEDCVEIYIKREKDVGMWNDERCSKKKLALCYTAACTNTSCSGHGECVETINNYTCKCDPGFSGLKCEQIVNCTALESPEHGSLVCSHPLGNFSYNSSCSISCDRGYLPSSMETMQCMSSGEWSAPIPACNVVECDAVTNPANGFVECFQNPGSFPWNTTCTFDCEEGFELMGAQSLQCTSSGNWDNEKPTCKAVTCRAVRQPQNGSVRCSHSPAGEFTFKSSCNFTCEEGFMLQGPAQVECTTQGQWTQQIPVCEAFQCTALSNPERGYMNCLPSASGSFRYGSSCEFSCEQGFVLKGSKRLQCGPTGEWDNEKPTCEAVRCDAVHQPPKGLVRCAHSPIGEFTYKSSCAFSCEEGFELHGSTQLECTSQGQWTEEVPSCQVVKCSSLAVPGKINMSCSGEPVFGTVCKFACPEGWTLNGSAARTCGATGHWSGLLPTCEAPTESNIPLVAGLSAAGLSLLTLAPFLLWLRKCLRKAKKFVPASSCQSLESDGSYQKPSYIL
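Read-out: % PE-positive cells | Test system: HUVEC | Doses: One compound dose added by pin transfer | Buffer or medium: EGM-2 over gelatin coat | Signal: Immunofluorescence imaging | Benchmarks: TNF-alpha, DMSO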
Starred values were filed as active, the others as inactive; ? = inconclusive; · = not tested or not shown; & = joins results of further samples; [ ] = remark or other dose.

Values run as follows: Cneo AK release	RAD52 anneal inh	RAD54 branch	ERAP1 inh	miR122 inh	PglD DTNB	PGC1a acetyl inh	E-sel inducer
> O=C(Nc1ccc2c(c1)OCO2)c1cc(-c2ccc(O)cc2)on1
  0	-22	-2	4	-6	-1	·	·
> COc1ccc(NC(=O)CN2CCCC2)cc1
  -2	-8	0	-3	5	-3	-6	·
> CC(Sc1nc(N2CCCCC2)c2c(c1C#N)CCCC2)C(=O)O (configuration not stated)
  -7	·	2	·	7	5	1	·
> Cc1ccc(CN2CCC(C)(Oc3cccc(Cl)c3)C2)cc1 (configuration not stated)
  -2	-2	11	1	2	-5	-9	-0.2
> COc1cccc(OCC(=O)NCCS(=O)(=O)N2CCN(c3ccccc3)CC2)c1
  1	-221	-6	4	-4	2	-5	·
> COc1ccccc1N(CC(=O)NC(C)C)S(=O)(=O)c1cccs1
  0	-8	-4	0	-6	-2	-11	-0.1
> Cc1noc(C)c1NC(=O)N(C)C[C@@H]1Oc2ncc(/C=C/c3ccccc3)cc2C(=O)N([C@@H](C)CO)C[C@H]1C
  2	12	-4	2	-4[16.7 µM]	-1	10	0.0
> Cc1ccccc1C(=O)NCc1ccncc1
  16	·	-7	·	4	1	4	·
> Cc1sc2ncn(CC(=O)N3CCN(c4ccc(F)cc4)CC3)c(=O)c2c1S(=O)(=O)N1CCOCC1
  0	-2	3	2	-3	1	-3	·
> COc1cccc(-c2ccc([C@@H]3[C@H](CO)N4CCCCN(S(=O)(=O)c5cccs5)C[C@@H]34)cc2)c1
  7	46	3	-3	-4[16.7 µM]	1	-10	-0.5
> CS(=O)(=O)N1[C@H](CO)[C@@H](c2ccccc2-c2ccc(F)cc2)[C@@H]1C#N
  ·	-8	·	0	·	·	2	-0.1
> C[C@H](CO)N1C[C@H](C)[C@@H](CN(C)Cc2ccc(C(F)(F)F)cc2)Oc2ccc(NC(=O)Nc3ccccc3)cc2C1=O
  -1	2	-3	-6	9[16.7 µM]	-17	0	0.3
> CC(=O)NS(=O)(=O)c1ccc(NC(=S)NC(=O)C(C)C)cc1
  1	·	-3	·	-2	3	16	·
> Cc1cc(NC(=O)c2ccc3nc(C)sc3c2)no1
  1	·	1	·	-2	-1	-3	·
> COc1ccc(CN(CCN(C)C)Cc2ccccc2)c(OC)c1
  0	·	0	·	2	6	7	·
> CC(=O)Nc1ccc(S(=O)(=O)N2CCN(S(=O)(=O)N3CCOCC3)CC2)cc1
  1	-12	1	-1	-2	0	·	-0.1
> CCOC(=O)c1c(N2C(=O)CC(Sc3ccccc3C(=O)O)C2=O)sc2c1CCCC2 (configuration not stated)
  ·	-14	·	7	-3	·	-1	·
> C[C@@H]1CN([C@H](C)CO)C(=O)c2cc(NS(C)(=O)=O)ccc2O[C@H]1CN(C)C(=O)Nc1cccc2ccccc12
  2	-17	2	0	0[16.7 µM]	2	0	-0.8
> CN(Cc1ccccc1)C(=O)c1[nH]cnc1C(=O)NCc1ccccc1
  0	-25	-4	0	·	2	·	0.1
> O=C(O)c1ccc(NC(=O)c2cccc(NC(=O)c3cccs3)c2)cc1
  -1	·	1	·	-8	-1	4	·
> CCNC(=O)/C(=C/c1ccco1)NC(=O)/C=C/c1ccccc1
  0	·	0	·	-1	3	3	·
> CC(CCc1ccccc1)NC(=O)C1CCCN(C(=O)c2cc3sccc3n2C)C1 (configuration not stated)
  6	-23	3	-4	1	2	-17	·
> COc1ccc(/C(C)=N/NC(=O)CNC(=O)c2cccnc2)cc1
  0	-4	-3	1	-2	-4	5	-0.2
> CCOC(=O)Nc1sc(NS(=O)(=O)c2ccc(C)cc2)nc1C
  4	0	6	-3	·	-1	-1	·
> COC(=O)c1ccc(NC(=O)CSc2nnc(C3CC3)n2C)cc1
  2	-4	-12	-1	-4	1	-8	·
> Cc1ccc(S(=O)(=O)N2CCN(C(=O)COC(=O)Cc3ccc(F)cc3)CC2)c(C)c1
  ·	-10	6	1	-6	-1	3	-0.1
> CCOc1ccc(N2C(=O)CC(NCCc3ccc(S(N)(=O)=O)cc3)C2=O)cc1 (configuration not stated)
  -1	·	14	·	-3	1	3	·
> CC(=O)N(C)C[C@H]1Oc2cc(C#Cc3ccncc3)ccc2S(=O)(=O)N([C@H](C)CO)C[C@H]1C
  -7	-2	-2	-2	-29[16.7 µM]	4	-1	-0.1
> C[C@H](CO)N1C[C@H](C)[C@H](CN(C)C(=O)Nc2ccc(C(F)(F)F)cc2)Oc2c(NC(=O)c3ccc(-c4nccs4)cc3)cccc2C1=O
  1	14	3	-2	8[16.7 µM]	-1	4	0.3
> CC(C)(C)c1nnc(NC(=O)c2cccnc2Cl)s1
  -1	0	2	0	-5	1	·	·

Next section (2 carried over from the part before).
Values run as follows: Cneo AK release	RAD52 anneal inh	RAD54 branch	ERAP1 inh	miR122 inh	PglD DTNB	PGC1a acetyl inh	E-sel inducer
> C[C@H](CO)N1C[C@H](C)[C@H](CN(C)C(=O)Nc2ccc(C(F)(F)F)cc2)Oc2c(NC(=O)c3ccc(-c4nccs4)cc3)cccc2C1=O
  1	14	3	-2	8[16.7 µM]	-1	4	0.3
> CC(C)(C)c1nnc(NC(=O)c2cccnc2Cl)s1
  -1	0	2	0	-5	1	·	·
> CC(Oc1ccccc1)C(=O)N1CCN=C1SCc1ccccc1F (configuration not stated)
  1	-9	-2	·	7	4	-9	0.1
> C[C@H](CCC(=O)NCC(=O)O)[C@H]1CC[C@H]2C3[C@H](O)C[C@@H]4C[C@H](O)CC[C@]4(C)[C@H]3C[C@H](O)[C@]12C (some centres not stated)
  1	-5	0	-3	5	-3	-4	2.0
> COc1ccc(NC(=O)Nc2ccc3c(c2)C(=O)N([C@@H](C)CO)C[C@@H](C)[C@H](CN(C)S(=O)(=O)c2ccc(C)cc2)OCCCC[C@@H](C)O3)cc1
  -2	9	-6	-7	-4[16.7 µM]	6	5	-0.3
> COCc1cc(C)n(CC(=O)Nc2c(C)cccc2C)c(=O)c1C#N
  0	-14	-6	9	3	-1	-13	-8.1
> CO[C@@H]1CC[C@H]2CCN(C)C(=O)C[C@@H](c3ccccc3)CN(C)C(=O)c3cc(C#N)ccc3OC[C@@H]1O2
  0	-1	-1	1	·	-1	·	-0.1
> Cn1cnc(S(=O)(=O)N2CCCCN3[C@H](C2)[C@H](c2ccc(C#CC4CC4)cc2)[C@@H]3CO)c1
  0	13	1	2	23[16.7 µM]	2	4	·
> COc1ccc(CCN2CC(C(=O)NCCc3ccccn3)CCC2=O)cc1 (configuration not stated)
  -3	-8	-2	0	1	0	2	-0.1
> CN(C)C(=O)c1ccc(NC(=O)CN2C(=O)NC3(CCCc4ccccc43)C2=O)cc1 (configuration not stated)
  2	1	-19	0	-2	9	-8	·
> C#CCOc1c(Cl)cc(/C=N/NC(N)=S)cc1OCC
  0	-12	-14	4	-2	2	-3	·
> COc1ccc(OC)c(C(=O)N/N=C/c2ccccn2)c1
  -1	3	-9	2	1	-3	3	·
> CCOC(=O)[C@@H]1[C@H]2COc3cc(OC)ccc3[C@@H]2N2C(=O)N(c3ccc(C(F)(F)F)cc3)C(=O)[C@@]12C
  -3	-2	7	-3	·	-4	·	·
> Cc1ccnc(SCC(=O)Nc2oc(-c3ccccc3)c(-c3ccccc3)c2C#N)n1
  -2	·	4	·	2	0	-18	·
> Cc1ccc(CCNC(=O)c2cccc(NC3=NC4CS(=O)(=O)CC4S3)c2)cc1 (configuration not stated)
  -2	-7	9	0	1	5	7	-0.6
> CCc1nnc(NC(=O)C2CCN(C(=O)c3ccco3)CC2)s1
  34	-12	-7	-7	-3	5	5	0.0
> CCc1cccc(N(C)C(N)=Nc2cccc3ccccc23)c1
  1	-13	0	-1	10	1	-3	-0.1
> COc1ccccc1OCCNC(=O)CN(c1cccc(C)c1)S(=O)(=O)c1ccccc1
  -2	-4	2	-1	·	0	·	3.3
> O=C(O)c1cccn1Cc1ccccc1F
  -1	·	2	·	·	-4	?	·
> N#C[C@H]1N[C@@H](CO)[C@@H]1c1ccc(C#CC2CCCCC2)cc1
  -3	-1	6	3	·	0	-39	-0.3
> CCCS(=O)(=O)N1CCN(C(=O)c2cc(OC)cc(OC)c2)CC1
  -9	·	-3	·	-7	-6	·	·
> COc1ccc(Cl)cc1NC(=O)C(=O)N/N=C/c1cc(C)n(-c2ccc(C)cc2)c1C
  1	-14	-6	0	·	1	7	·
> O=C(Nc1cc(S(=O)(=O)N2CCOCC2)ccc1N1CCOCC1)c1ccccc1[N+](=O)[O-]
  -2	-9	3	3	-4	0	-1	·
> O=C(C[C@H]1C[C@H]2c3cc(NC(=O)NC4CCCC4)ccc3O[C@H]2[C@H](CO)O1)NCc1ccccn1
  ·	-6	·	0	·	·	5	0.4
> COc1cccc(C=Nc2ccccc2C(=O)Nc2ccccc2)c1O
  -1	-5	3	3	-2	0	2	-2.8
> CO/N=C(\N)c1nonc1N
  4	-3	1	-1	0	-3	-4	-0.2
> Cc1cc(Cl)ccc1OCC(=O)N/N=C/c1ccncc1
  3	-12	-3	-1	0	12	·	·
> O=C(C1=C[C@@H](c2ccccc2)C[C@@H](OCc2ccc(CO)cc2)O1)N1CCN(Cc2ccc3c(c2)OCO3)CC1
  52&0&0	-3&2&-62	-9&-11&10	2&-3&5	·	1&0&4	-4	0.8
> CCOc1ccc(CCNC(=O)C2CSC3(C)CCC(=O)N23)cc1OCC (configuration not stated)
  4	-15	9	0	-5	-3	-5	-0.1
> CCOC(=O)N1CCN(C(=O)c2cc3c(s2)-c2c(C)cccc2OC3)CC1
  -1	0	-1	-15	-9	-3	2	·
> COc1cc(O)c(C(=O)O)c(CCc2ccccc2)c1
  0	-11	2	-2	-6	-4	7	0.1
> COc1cc(COc2ccc3c(C)c(CC(=O)O)c(=O)oc3c2C)cc(OC)c1OC
  1	0	0	-3	-1	-6	1	·
> O=[N+]([O-])c1ccccc1S(=O)(=O)Nc1ccc(S(=O)(=O)N2CCCC2)cc1
  1	-9	11	-2	·	2	·	·
> CC(C)NC(=O)N(C)C[C@H]1OCCCC[C@@H](C)Oc2ccc(NC(=O)C3CCCCC3)cc2C(=O)N([C@H](C)CO)C[C@H]1C
  -1	-14	-5	0	5[16.7 µM]	-1	-10	·
> Cc1ccc2nc3c(cc(C(=O)NC4CCS(=O)(=O)C4)n3Cc3ccccc3)c(=O)n2c1 (configuration not stated)
  2	-25	5	-185	-4	0	-13	·
> O=C(Cc1ccccc1)N/N=C/c1ccc2c(c1)OCO2
  ·	-22	·	4	0	·	-4	·
> CC(C)OCCCNC(=O)c1ccc2c(c1)S(=O)(=O)c1ccccc1C2=O
  2	-5	-4	-3	-2	-2	·	0.1
> C[C@H](CO)N1C[C@H](C)[C@@H](CN(C)S(=O)(=O)c2ccccc2)Oc2ccc(NS(=O)(=O)c3cn(C)cn3)cc2C1=O
  2&-3	19&-17	-1&0	3&-2	6[16.7 µM]	0&-2	-17&3	0.4
> CCc1nc(-n2[nH]c(=O)c3ccccc3c2=O)c2c3c(sc2n1)CCCC3
  0	·	-2	·	2	2	3	·
> COc1cccc(C#Cc2ccc3c(c2)O[C@H](CN(C)C(=O)CN2CCOCC2)[C@@H](C)CN([C@H](C)CO)S3(=O)=O)c1
  3	-7	-7	4	5[16.7 µM]	2	-10	-0.1
